Screens (PubChem)
HepG2 tox = counter-screen for TGF-b inhibitors: cytotoxicity in HepG2 cells; HepG2 CAGA-GFP viability, ATP luminescence, 18 h; Potency, µM (top dose mostly 46.1 µM), for inactives: at the top dose activity change, negative = cytotoxicity, actives largely listed as cytotoxic; 410,000 compounds, 0.76% hits; note: potency is the fitted concentration of half-maximal effect; some results filed as inactive show a strong effect at the top dose
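HepG2 CAGA-GFP cells (1000/well, DMEM with 1% FBS) received compound, then TGF-beta at 500 pg/mL final, and were incubated 18 hours at 37 degrees C. Viability was read by CellTiter-Glo luminescence. Media-only wells were set as complete cell-killing and DMSO as no toxicity.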
TGFb SMAD3 inh = blocks TGF-b signaling; 410,000 compounds, 1.2% hits; HepG2 CAGA-GFP TGF-b/SMAD3 reporter, GFP fluorescence, 18 h; TGF-beta stimulated, 500 pg/mL final; Potency, µM (titrated, usually from 46.1 µM), without a hit: at the highest dose activity, negative = inhibition, hits mostly inhibitors; AID 588855; note: potency is the fitted concentration of half-maximal effect; % is set by controls: 0 for no effect and ±100 for the full control effect; nearly all actives have a fitted effect of over 65% in size
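HEPG2 CAGA-GFP cells (1000/well, DMEM with 1% FBS) were pre-incubated 2 h at 37 degrees C, given compound by pin tool, then stimulated with TGF-beta at 500 pg/mL final for 18 h before per-cell GFP fluorescence imaging.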
A549 viability = counter-screen for Nrf2 inhibitors: cytotoxicity in A549 cells; 390,000 compounds, 0.16% hits; A549 ARE-Fluc cells, CellTiter-Fluor viability, 18-24 h; AID 504648; Potency, µM (highest dose often 46 µM), for inactives: top-dose activity change, negative = cytotoxicity, most hits filed as inhibitors; note: potency is the fitted concentration of half-maximal effect; % is set by controls: 0 for no effect and ±100 for the full control effect
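A549 ARE_Fluc cells in 5% FBS OPTI-MEM were exposed to compounds in concentration-response for 18-24 h at 37 deg C. Viability was read by CellTiter-Fluor fluorescence (Ex 405/Em 525) after 30 min, before the luciferase read.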
Mm-Cpn inhibitor = inhibitors of Methanococcus maripaludis chaperonin (MmCpn). AID 504842. 330,000 compounds, 0.031% hits. Potency, µM (series often up to 76.9 µM), for the others: at the highest dose activity, negative = inhibition, usual class: inhibitors. purified Mm-Cpn ATPase, ADP Transcreener TR-FRET; note: potency is the fitted concentration of half-maximal effect; % is set by controls: 0 for no effect and ±100 for the full control effect; nearly all actives have a fitted effect of over 80% in size
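25 nM Mm-CPN + cpd, 10 min 37°C; + 10 uM ATP, 30 min 37°C; buffer 30 mM Tris pH 7.4, 100 mM KCl, 5 mM MgCl2, 1 mM DTT; Transcreener ADP HTRF detection 30 min RT.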
Nrf2 inh = Nrf2 pathway inhibition. A549 ARE-Fluc reporter, luciferase luminescence, 18-24 h. Potency, µM (titrated, usually from 46 µM), for the others: at the highest dose activity change, negative = inhibition, most hits filed as inhibitors. 360,000 compounds, 2.1% hits. AID 504444; note: potency is the fitted concentration of half-maximal effect; % is set by controls: 0 for no effect and ±100 for the full control effect; nearly all actives have a fitted effect of over 60% in size
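Concentration-response testing used A549 ARE_Fluc cells at 5000 cells/well. Following an 18-24 h compound incubation, viability was read by fluorescence (Ex 405/Em 525) and luciferase output by luminescence.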
Akt phos inh = blocks phosphorylation of Akt. activity change, % for hits at 50 µM. AID 651550. 360,000 compounds, 0.32% hits. Neuro2A IGF-stimulated pAkt S473 HTRF, 20 min; hits give low values; in the data active = activity change below about -80%; inconclusive = mostly about -51% to -80%; note: % is set by controls: 0 for no effect and ±100 for the full control effect
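Neuro2A cells (4,500/well, DMEM with 0.5% FBS) were treated with compound at a single 50 µM final concentration, stimulated with 6 nM IGF for 20 min at 37 °C, and lysed. Phospho-Akt Ser473 was read by HTRF as 665/615 ratio ×10^4.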
CCT chaperon mod = cytosolic chaperonin activity modulation; activity change, % (no concentration beside the values), hits read low; AID 651819; 360,000 compounds, 0.3% hits; purified chaperonin ATPase assay, HTRF ADP detection, 30 min; in the data active = activity change below about -30%; note: % is set by controls: 0 for no effect and ±100 for the full control effect
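TRiC at 40 or 20 nM final (batch-dependent) in 30 mM Tris pH 7.4, 100 mM KCl, 5 mM MgCl2, 1 mM DTT, with compound at single 76 uM and 10 uM ATP, 30 min at 37 deg C. ADP detected by HTRF Transcreener, 665/615 ratio.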
Nrf2 activator = activators of Nrf2 (ARE) signaling; 410,000 compounds, 0.31% hits; Potency, µM (highest dose often 46.1 µM), without a hit: at the highest dose activation, most hits filed as activators; AREc32 ARE-luciferase reporter (MCF7-derived line), luminescence, 24 h; note: potency is the fitted concentration of half-maximal effect; % of control where 0% means no effect; nearly all actives have a fitted effect of over 65% in size
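For detection, Steady-Glo was added and plates sat 30 min at RT; before that, AREc32_Fluc cells grown overnight in OPTI-MEM/5% FBS had been treated with 23 nL compound for 24 hr at 37 deg C.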
Abeta rescue = A-beta toxicity reversal in yeast; AID 1347071; yeast expressing A-beta42, growth rescue, OD600, 48 h; response scale: 0% DMSO, 100% iron-clioquinol control; 410,000 compounds, 0.063% hits; Potency, µM (doses to about 46.1 µM), without a hit: at the top dose growth rescue, most hits filed as activators; note: potency is the fitted concentration of half-maximal effect; nearly all actives have a fitted effect of over 55% in size
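Growth rescue measured by 600 nm absorbance after 48 h yeast culture at 30 C with compound. Values normalized between DMSO and an equimolar ferric chloride plus clioquinol control.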
An asterisk follows results filed as active; i = inactive; ? = inconclusive; . = not tested or not shown; & = joins results of further samples; [ ] = dose if it differs, or a comment. Unless noted, calls come from the whole dose curve; as a rule, active = well fitted curve in the direction sought with a large enough effect; inconclusive = small, poorly fitted or top-dose-only effect, or another doubt; inactive = no such curve, though single readings can be large; an effect the other way counts as inactive or inconclusive.

structure,CCT chaperon mod,HepG2 tox,Nrf2 inh,Abeta rescue,Akt phos inh,Nrf2 activator,Mm-Cpn inhibitor,A549 viability,TGFb SMAD3 inh
CCn1c(CCCOc2ccc(Cl)cc2Cl)nnc1SCC(=O)Nc1cccc(F)c1,-3.2,-25.2%,-26.1%,-0.8%,i,-0.5%,-22.4%,-2.7%,3.6%
Cc1ccc(Oc2ccc(Cl)cc2N)cc1,-1.0,-24.8%,?,-0.2%,i,4.6%,-0.8%,-0.7%,-15.3%
COC(=O)NNC(=O)COc1cc(C)c(Br)cc1C(C)C,1.7,3.6%,1.2%,15.4%,i,2.4%,0.6%,6.9%,-4.5%
CN1C2CCC1/C(=C\c1ccc(F)cc1)C(=O)/C2=C/c1ccc(F)cc1,-2.8,-55.5%,-23.5%,-5.2%,i,?,1.6%,-16.6%,-8.0%
O=C(NCc1ccc2c(c1)OCO2)c1ccc(CS(=O)(=O)Cc2cccc(Cl)c2)o1,-0.7,25.2%,-29.4%,1.1%,i,-0.3%[9.22 µM],-0.3%,9.8%,-1.9%
C[C@H]1CN([C@@H](C)CO)C(=O)CCCn2nncc2CO[C@@H]1CN(C)Cc1ccc(C(F)(F)F)cc1,0.6,-4.3%,.,-5.7%,i,3.8%,.,.,-3.4%
O=C(O)c1cccc2c1-c1ccc(Cl)cc1C2,-2.4,-22.0%,-19.4%,0.0%,i,-0.1%,.,-1.8%,-0.4%
O=C(COC(=O)CSc1ccc([N+](=O)[O-])cc1)NCC1CCCO1 (stereo not drawn),-1.4,3.1%,-6.3%,9.5%,i,-0.2%,3.5%,-1.3%,2.4%
CCOc1ccc(/C=N/NC(=O)Cn2ccnc2C)cc1,-1.2,-29.8%,9.1%,5.9%,i,-0.2%,-9.2%,-2.7%,5.1%
N#C/C(=C\c1ccc(Cl)cc1)c1nc(-c2cc3c(ccc4ccccc43)oc2=O)cs1,.,2.2%,4.3%,-18.1%,.,0.6%,.,-2.3%,?
Nc1nc2cc(Cl)ccc2n1N,1.5,3.4%,.,-17.0%,i,-0.2%,.,.,18.9%
Cc1cccc(NC(=O)c2oc3ccc(S(=O)(=O)N4CCCCC4)cc3c2C)c1C,.,-15.7%,.,-17.2%,.,0.4%,.,11.2%,-39.0%
CCOC(=O)c1cc(CC)sc1/N=C/c1c(O)ccc2ccccc12,0.8,-3.8%,-2.8%,17.3%,i,9.0%,-1.2%,-8.4%,0.0%
COc1ccc(CNCc2c(C(=O)O)c(C)n(Cc3ccccc3C)c2C)cc1OC,.,-1.3%,5.4%,-0.3%,.,3.3%,.,0.1%,4.2%
COc1ccccc1NC(=O)CSc1nc2ccccc2nc1N1CC(C)OC(C)C1 (stereo not drawn),-2.6,-22.5%,-5.1%,1.2%,i,2.4%,-10.0%,1.5%,-32.5%
CC(=O)Nc1ccccc1NC(=O)c1ccc(C)cc1C,1.9,-0.1%,-6.4%,-3.3%,i,2.3%,-11.3%,1.0%,1.3%
CC[C@@H](C)CN1C(=O)N[C@@H](c2ccccc2)C(C(C)=O)=C1C,-1.6,-1.3%,12.4%,5.5%,i,4.7%,.,-0.3%,-1.7%
COC(=O)c1ccc(N2CCN(C(=O)c3ccccc3)CC2)c(NC(C)=O)c1,-2.5,6.7%,-15.7%,8.7%,i,-0.5%,-0.5%,3.7%,7.1%
O=C(Cc1ccc(Cl)c(Cl)c1)Nc1ccccc1N1CCOCC1,1.8,12.8%,?,25.0%,i,-0.5%,-4.8%,-2.1%,-16.6%
CCC(=O)Nc1ccc2nc(C3CC3)n(Cc3ccccc3)c(=O)c2c1,-0.9,-8.5%,7.7%,10.4%,i,-0.2%,1.4%,-1.0%,-9.7%

A few values from above:
For HepG2 tox, COC(=O)NNC(=O)COc1cc(C)c(Br)cc1C(C)C shows 3.6%
For HepG2 tox, COc1ccc(CNCc2c(C(=O)O)c(C)n(Cc3ccccc3C)c2C)cc1OC shows -1.3%

Looked up one by one from the entries so far:
structure,CCT chaperon mod,HepG2 tox,Nrf2 inh,Abeta rescue,Akt phos inh,Nrf2 activator,Mm-Cpn inhibitor,A549 viability,TGFb SMAD3 inh
COc1ccc(CNCc2c(C(=O)O)c(C)n(Cc3ccccc3C)c2C)cc1OC,.,-1.3%,5.4%,-0.3%,.,3.3%,.,0.1%,4.2%
COc1ccccc1NC(=O)CSc1nc2ccccc2nc1N1CC(C)OC(C)C1 (stereo not drawn),-2.6,-22.5%,-5.1%,1.2%,i,2.4%,-10.0%,1.5%,-32.5%

Following part:
structure,CCT chaperon mod,HepG2 tox,Nrf2 inh,Abeta rescue,Akt phos inh,Nrf2 activator,Mm-Cpn inhibitor,A549 viability,TGFb SMAD3 inh
CC(=O)[C@H]1CC[C@H]2[C@@H]3CCC4=CC(=O)CC[C@]4(C)[C@H]3CC[C@]12C,1.8&-2.4,2.0%&-27.6%,0.2%&-12.7%,7.2%&-18.0%,i,0.3%&4.8%,-0.4%[15.4 µM],-12.5%&8.3%,5.0%&-10.2%
COC(=O)[C@@]1(Cc2ccc(F)cc2)[C@H]2c3cc(C(=O)N(C)C)n(Cc4ccsc4Br)c3C[C@H]2CN1C(=O)c1ccccc1,1.7,.,.,13.3%,i,0.1%,.,.,.
COc1cc(CNC(=O)Nc2nc(C(N)CCc3ccccc3)cs2)cc(OC)c1OC (stereo not drawn),-1.4,-88.4%,.,11.2%,i,-0.9%[9.22 µM],.,.,?
O=c1[nH]c(N2CCOCC2)nc2ccccc12,-3.9,7.1%,-13.8%,-9.9%,i,-0.8%,2.1%,1.3%,0.7%
CC(C)CNC(=O)CN(C1CCCCC1)S(C)(=O)=O,-3.7,10.2%,1.6%,17.8%,i,-1.1%,-0.9%,-1.5%,8.7%
COc1cc(NC(=O)c2ccc([N+](=O)[O-])o2)ccc1NC(=O)c1cccs1,-3.4,-104.9%,5.8%,13.8%,i,11.2µM*,-1.0%,23.1µM*,?
O=c1[nH]c2ccc(NCc3ccc(-c4ccc(Br)cc4)o3)cc2[nH]1,.,-14.0%,20.9%,-10.4%,.,5.2%,.,-3.9%,-5.1%
CCCn1nc(C(=O)Nc2ccc(-n3cnnn3)cc2)c2ccccc2c1=O,-2.3,-3.9%,-20.7%,-3.1%,i,1.5%,2.1%,-3.5%,0.2%
C[C@H](NC(=O)OC(C)(C)C)C(=O)NCC1CCC(C(=O)O)CC1 (stereo partly drawn),0.9,-0.7%,-10.0%,8.1%,i,-0.2%,0.7%[15.4 µM],-8.1%,-2.6%
COc1ccccc1C(CNC(=O)c1cccc(NS(=O)(=O)c2ccc(C)c(F)c2)c1)N(C)C (stereo not drawn),-1.4,-25.5%,2.5%,-13.6%,i,4.8%,-10.1%,1.8%,-24.6%
CCOc1ccc(NC(=O)CCn2c(=S)oc3ccccc32)cc1,-2.7,7.6%,-4.4%,-6.0%,i,0.1%,-1.2%,-15.6%,15.2%
CN1CCc2c(sc(NC(=O)CSc3ccccc3)c2-c2nc3ccccc3s2)C1,.,-46.1%,-17.5%,-60.0%[inhibitor],.,?,.,15.6%,252.0%[activator]
Cc1ccccc1N(CC(=O)NCc1ccco1)C(=O)CNS(=O)(=O)c1ccc(F)cc1,3.1,-3.8%,-1.9%,-1.6%,i,-0.3%,1.7%,-1.8%,-1.3%
COc1cc(C=O)ccc1OCCCCOc1ccccc1[N+](=O)[O-],-1.7,-9.9%,-7.9%,13.3%,i,6.9%,2.1%,-1.9%,1.8%
O=C(COC(=O)CCc1c[nH]c2ccccc12)NCc1ccc2c(c1)OCO2,2.1,-4.3%,?,-11.8%,i,-0.3%,-7.1%,-4.2%,-1.8%
Cc1c(Cl)ccc2c1NC(=O)[C@]21N[C@@H](Cc2ccccc2)[C@H]2C(=O)N(c3ccc(F)cc3)C(=O)[C@H]21,0.5,-56.8%,?,15.5%,i,7.0%,-12.1%,-20.5%,10µM*
COc1cccc(C(=O)N2CCN(S(=O)(=O)Cc3ccccc3)CC2)c1,0.4,16.9%,14.8%,9.1%,i,-0.1%,-0.1%,10.2%,-2.6%
S=C1Cc2ccccc2C(c2ccc(Cl)cc2)N1 (stereo not drawn),0.3,3.1%,-27.3%,?,i,4.1%,0.5%,-0.4%,0.0%
CC(NC(=O)c1ccccc1Cl)C(=O)Nc1ccc2c(c1)OCO2 (stereo not drawn),-1.5,-3.3%,26.8%,9.5%,i,-0.1%,0.8%,-2.3%,6.4%
CC1(C)C(=O)NCCN1C(=O)CC1C(=O)NCCN1Cc1cccc(C(F)(F)F)c1 (stereo not drawn),-1.1,2.0%,-7.5%,15.1%,i,-0.1%,-1.6%,9.1%,1.9%
CN(C)c1nc(Oc2ccc(=O)[nH]n2)nc(N2CCOCC2)n1,-1.7,-5.9%,-14.7%,5.9%,i,-0.5%,-0.2%,-7.3%,18.9%
CCC(C)NC(=O)c1c(N)n(/N=C/c2ccccn2)c2nc3ccccc3nc12 (stereo not drawn),-1.2,0.1%,?,-8.5%,i,0.1%,0.5%,?,19.6%

The order is random. About 4.3% of those tested had a hit in this group.
